Assay outcomes deposited in PubChem by National Center for Advancing Translational Sciences (NCATS).
DT40 TDP1 CPT – DT40-hTDP1 cell growth loss with CPT | Potency, µM (titrated, usually from 46.2 µM), for inactives: at the top dose activity change, negative = growth inhibition, actives largely listed as inhibitors | hit rate 12% among 420,000 | chicken DT40 Tdp1-/-;hTDP1 cells + 20 nM CPT, ATP luminescence, 48 h | AID 686979; note: nearly all actives have a fitted effect of over 55% in size
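Cell growth measured by CellTiter-Glo luminescence after a minimum 48 h, 37 C compound exposure with 20 nM CPT in Tdp1-knockout DT40 cells stably expressing hTDP1, seeded 400/well; qHTS titration format.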
TDP1 cell noCPT – qHTS for Inhibitors of human tyrosyl-DNA phosphodiesterase 1 (TDP1): qHTS in cells in absence of CPT; Potency, µM (titrated, usually from 46.2 µM), inactives show at the highest dose activity change, negative = growth inhibition, actives largely listed as inhibitors; hit rate 15% among 420,000; DT40 Tdp1-/- hTDP1 cells, no CPT, ATP luminescence, 48 h; note: nearly all actives have a fitted effect of over 55% in size
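Growth kinetics read by CellTiter-Glo luminescence after ≥48 hr at 37 °C. Cells: DT40 Tdp1-/- stably carrying human TDP1, 400 per well, compound exposure in the absence of CPT (DMSO vehicle).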
KAT2A inh – GCN5L2 (KAT2A) acetyltransferase inhibition | Q92830 | GCN5L2 HAT assay, ThioGlo1 CoA-SH fluorescence | Potency, µM (highest dose often 58.9 µM), for the others: top-dose activity change, negative = inhibition, most hits filed as inhibitors | hit rate 0.21% among 390,000 | AID 504327
Target sequence (Q92830 whole entry, looked up): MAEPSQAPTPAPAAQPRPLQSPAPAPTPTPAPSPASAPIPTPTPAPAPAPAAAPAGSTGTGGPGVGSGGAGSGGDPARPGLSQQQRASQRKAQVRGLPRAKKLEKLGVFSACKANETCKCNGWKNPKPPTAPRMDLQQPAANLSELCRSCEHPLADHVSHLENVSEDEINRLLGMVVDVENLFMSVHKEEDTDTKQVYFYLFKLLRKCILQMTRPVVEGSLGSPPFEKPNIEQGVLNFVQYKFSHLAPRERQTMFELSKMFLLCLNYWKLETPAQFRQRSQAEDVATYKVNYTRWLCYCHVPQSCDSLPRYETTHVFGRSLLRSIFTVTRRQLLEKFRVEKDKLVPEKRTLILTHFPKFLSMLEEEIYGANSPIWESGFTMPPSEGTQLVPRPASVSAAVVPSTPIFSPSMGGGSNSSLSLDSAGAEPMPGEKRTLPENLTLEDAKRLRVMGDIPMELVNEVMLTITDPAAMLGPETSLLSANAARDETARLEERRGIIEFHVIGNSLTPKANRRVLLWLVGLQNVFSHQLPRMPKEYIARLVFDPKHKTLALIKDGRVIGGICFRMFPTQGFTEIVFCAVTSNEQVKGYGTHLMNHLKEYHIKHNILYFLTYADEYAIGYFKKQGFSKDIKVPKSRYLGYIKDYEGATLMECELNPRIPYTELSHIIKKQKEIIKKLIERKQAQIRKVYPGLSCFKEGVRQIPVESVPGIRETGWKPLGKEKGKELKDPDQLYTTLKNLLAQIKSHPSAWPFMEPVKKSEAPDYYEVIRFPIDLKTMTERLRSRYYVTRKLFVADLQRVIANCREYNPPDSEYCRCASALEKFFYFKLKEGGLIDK
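Fluorescence readout, Ex340nm/Em540nm: ThioGlo1 (50uM final) reacts with free CoA thiol released as 20nM GCN5L2 acetylates H3(1-25) peptide (75uM) using acetyl-CoA (70uM). Compound and enzyme sat 15 min beforehand; 20 min room-temperature reaction.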
An asterisk follows results filed as active; ? = inconclusive; . = not tested or not shown. Calls come from the whole dose curve; as a rule, active = well fitted curve in the direction sought with a large enough effect; inconclusive = small, poorly fitted or top-dose-only effect, or another doubt; inactive = no such curve, though single readings can be large; an effect the other way counts as inactive or inconclusive. % is set by controls: 0 for no effect and ±100 for the full control effect; potency is the fitted concentration of half-maximal effect. Not all compounds are listed; count on the stated rates, not on these rows.

The line under a structure holds: KAT2A inh	TDP1 cell noCPT	DT40 TDP1 CPT
> Cc1nnc(N2CCOCC2)c2nn(-c3cccc(Cl)c3)c(C)c12
→ 0.0%	?	?
> CCOC(=O)N1CCN(c2c(F)cc3[nH]c(=S)[nH]c3c2Br)CC1
→ -6.9%	18.4µM*	?
> COC(=O)c1c(-c2ccc(C(C)(C)C)cc2)csc1NC(=O)C1C2CCC(O2)C1C(=O)O (centres undefined)
→ ?	?	?
> CC(C)NC(=O)C1(C)CN(S(C)(=O)=O)CC(=O)N1Cc1ccco1 (centres undefined)
→ .	2.6%	7.6%
> COc1ccccc1NC(=O)c1ccc(S(=O)(=O)N2CCC(C)CC2)cc1
→ -11.6%	-20.8%	-17.3%
> COc1ccc(C(=O)COC(=O)Cn2nnc3ccccc32)cc1Br
→ 0.9%	2.6%	-4.3%
> Cn1c(-c2csc(-c3ccccc3)n2)n[nH]c1=S
→ 22.1%	?	?
> COC(=O)Nc1nnc(CC(=O)Nc2ccccc2C)s1
→ -0.7%	-5.4%	-10.1%
> O=C1c2ccccc2S(=O)(=O)c2cc(C(=O)N3CCN(C(=O)c4ccccc4)CC3)ccc21
→ .	-17.6%	1.2%
> CC(C)C[C@H]1CN([C@@H](Cc2ccccc2)CN2CCC[C@H]2CN2C(=O)C(=O)NC[C@@H]2Cc2ccc(O)cc2)C(=O)C(=O)N1CC1CCCCCC1
→ .	16.4µM*	?
> CC(=O)Oc1ccccc1/C=C/c1nc2ccccc2c(=O)o1
→ 20.7%	?	-15.9%
> COc1ccc(OC)c(/C=C2\C=Cc3ccccc32)c1
→ .	?	?
> NNC(=O)c1cc(Br)cs1
→ -4.5%	10.5%	?
> O=C(NCc1ccco1)C1CCCN(S(=O)(=O)c2cccc3nsnc23)C1 (centres undefined)
→ -3.3%	-10.6%	-4.3%
> CCCCCCCCn1ccc(=N)cc1
→ -5.7%	1.84µM*	2.06µM*
> COc1ccc(-c2nnn(CC(=O)NC3CCCc4ccccc43)n2)cc1OC (centres undefined)
→ -8.4%	?	-26.0%
> CNc1ccc(/C=C2\CSc3ccccc3C2=O)cc1[N+](=O)[O-]
→ 0.0%	?	?
> COc1cccc(Cn2c3ccc(NC(=O)Cc4cc(OC)ccc4OC)cc3c(=O)n2C)c1
→ .	20.6µM*	11.6µM*
> CCOC(=O)c1c(NC(=O)COC(=O)Cn2cnc3ccccc32)sc2c1CCC(C)C2 (centres undefined)
→ -8.6%	?	23.7%
> O=C(NC1CCCC1)c1ccc(Br)s1
→ -0.1%	-11.5%	-20.1%
> CC(C)C(OC(=O)C1=Cc2ccccc2OC1)C(=O)NCC1CCCO1 (centres undefined)
→ .	?	-19.6%
> COc1ccc(Cn2c(=O)c3oc4ccccc4c3n(Cc3ccc(Cl)cc3)c2=O)cc1
→ -5.1%	-0.3%	0.2%
> O=C(Nc1cccc(NC(=O)c2cccnc2)c1)c1ccccc1
→ 1.4%	?	-20.6%
> CCN1C(=O)c2ccccc2S(=O)c2ccc(C(=O)NC3CC3)cc21 (centres undefined)
→ 2.3%	-12.8%	-17.8%
> OCC1OC(n2cnc3c(SCc4ccccc4)nc(F)nc32)C(O)C1O (centres undefined)
→ .	-12.8%	-26.2%
> O=C(NC1CC1)c1ccc2c(c1)ncn2C1CCCC1
→ -1.1%	-5.7%	-0.7%
> O=C(CCc1c[nH]c2ccccc12)OCc1cccc([N+](=O)[O-])c1
→ -10.4%	-13.2%	-8.5%
> O=C(OC1CCOC1=O)c1cc(S(=O)(=O)N2CCOCC2)c(Cl)cc1Cl (centres undefined)
→ -4.1%	3.1%	1.9%
> CCOc1ccc(S(=O)(=O)N2CCC(C(=O)N3CCCCCC3)CC2)cc1Cl
→ -5.1%	?	?
> C/C(=N/NC(=O)c1cccs1)c1cccs1
→ -5.8%	-7.8%	-11.1%

A different layout for 2 compounds above.
SMILES	KAT2A inh	TDP1 cell noCPT	DT40 TDP1 CPT
COc1ccc(Cn2c(=O)c3oc4ccccc4c3n(Cc3ccc(Cl)cc3)c2=O)cc1	-5.1%	-0.3%	0.2%
COc1ccc(-c2nnn(CC(=O)NC3CCCc4ccccc43)n2)cc1OC (centres undefined)	-8.4%	?	-26.0%

The listing continues.
The line under a structure holds: KAT2A inh	TDP1 cell noCPT	DT40 TDP1 CPT
> CCOC(=O)c1c(S(=O)(=O)N2CCCC(C(=O)NCc3cccc(OC)c3)C2)c(C)n(C)c1C (centres undefined)
→ 4.1%	-29.3%	-28.7%
> COc1cccc(C(=O)Nc2nc3c(c(=O)[nH]2)CCCC3)c1
→ 0.8%	-19.4%	-3.2%
> Cc1ccccc1S(=O)(=O)N(C)C[C@@H]1OCc2cnnn2CCCC(=O)N([C@H](C)CO)C[C@H]1C
→ .	-13.2%	-16.7%
> Fc1ccc(NCc2cccn2-c2nnc(N3CCOCC3)s2)cc1
→ -0.6%	-26.7%	-17.8%
> O=C(CCn1ccc2cc(S(=O)(=O)N3CCCC3)ccc21)NCc1ccccc1Br
→ -1.2%	?	?
> COc1cccc(C(=O)NCCS(=O)(=O)N2CCCC(C)C2)c1 (centres undefined)
→ .	-27.4%	-4.2%
> COc1cc(Cl)c(C)cc1NC(=O)c1cn(C2CCCC2)c(=O)c2c1c1ccccc1n2C
→ -1.4%	?	0.651µM*
> COc1ccc(S(=O)(=O)Nc2ccccc2C(=O)N2CCOCC2)cc1F
→ -9.2%	10.3%	7.3%
> Cc1ccc(-n2ncc3c2CC(C)(C)CC3NC(=O)CCc2c(C)noc2C)cc1 (centres undefined)
→ 1.8%	-27.3%	?
> COc1nc(C)ccc1-c1noc(-c2cccs2)n1
→ -2.6%	9.2%	-4.2%
> COc1ccc(OC)c(NS(=O)(=O)c2c(C(=O)N3CCCCCC3)c(C)n(C)c2C)c1
→ -1.3%	9.2%	3.9%
> CC1CCCCC12NC(=O)N(CC(=O)N(C)Cc1nc3ccccc3c(=O)[nH]1)C2=O (centres undefined)
→ -4.9%	11.5%	-4.4%
> CCN1CCN(C(=O)c2ccc3nc(-c4ccccc4)c(-c4ccccc4)nc3c2)CC1
→ -24.2%	-5.5%	-2.6%
> COc1cc(OC)cc(-c2c(C#Cc3ccsc3)c3cc(-c4ccc(N(C)C)nc4)ccc3n2C)c1
→ -3.3%	20.6µM*	?
> Cc1cc2oc(=O)cc(CN3CCCCC3)c2cc1Cl
→ .	?	?
> COc1ccccc1OCCNC(=O)C(CCSC)NS(=O)(=O)c1ccccc1F (centres undefined)
→ -8.3%	6.6%	2.6%
> CCc1ccc2nc(N(Cc3cccnc3)C(=O)Cc3ccccc3)sc2c1
→ -17.1%	?	?
> CCCc1ccc(Oc2cn[nH]c2-c2ccc(O)cc2O)cc1
→ -9.4%	?	?
> C=CCNC(=O)c1ccc(S(=O)(=O)CC)c(Cl)c1Cl
→ -12.3%	-1.9%	-4.2%
> COc1ccc(Nc2nc(N)c(C(=O)c3ccc(OC)cc3)s2)cc1
→ -10.7%	1.64µM*	1.64µM*
> O=C(Nn1c(-c2ccc(Br)cc2)nc2ccccc2c1=O)c1ccc([N+](=O)[O-])cc1
→ -1.5%	-2.0%	-15.1%
> COc1ccc2[nH]c(=O)c(CN(CCO)C(=O)c3cccs3)cc2c1
→ 24.1%	-4.4%	-23.9%
> CC(O)(c1cccnc1)c1nc(-c2cccc3cccnc23)cs1 (centres undefined)
→ .	?	-21.9%
> Cc1cccc(C(=O)OCC(=O)N2CCC(c3ccccc3)=N2)c1O
→ -13.5%	-24.6%	7.2%
> CC(C(=O)Nc1cccc([N+](=O)[O-])c1)N1C(=O)NC2(CCCC2)C1=O (centres undefined)
→ -3.8%	-13.7%	14.8%
> FC(F)(F)c1ccc(NC2=NCCC2)cc1
→ 3.1%	-0.7%	0.8%
> O=C(NCc1ccccn1)C1CCC(CNS(=O)(=O)c2cccc3nsnc23)CC1 (centres undefined)
→ -3.3%	9.3%	-6.2%
> C[C@H](CO)N1C[C@H](C)[C@@H](CN(C)Cc2ccc(C(=O)Nc3ccccc3N)cc2)Oc2c(NC(=O)C3CCCCC3)cccc2C1=O
→ -3.0%	14.6µM*	14.6µM*
> CC1(C)Cc2c(C#N)c(N)n(-c3ccccc3)c(=S)c2CO1
→ -5.9%	-21.5%	2.3%
> CC(=O)NC1C(=O)N=C(SCC(=O)NCc2ccccc2)NC1=O (centres undefined)
→ 0.0%	-5.6%	3.3%
> CCCN1CCC(=O)N([C@H](CSc2ccc(OC)cc2)CC(C)C)CC1
→ -5.9%	?	?
> CC1CC(C)(C)CC2(C1)NC(=O)N(CC(=O)N1CCN(S(=O)(=O)c3cccc(F)c3)CC1)C2=O (centres undefined)
→ 1.9%	?	?
> C#Cc1cccc(C(=O)N(Cc2cccnc2)CC2CCCN(C3CCCCC3)C2)c1 (centres undefined)
→ .	?	-18.5%
> Cc1ccc(C2C(C#N)=C(N)Oc3cc4c(cc32)OCO4)cc1 (centres undefined)
→ -3.3%	?	25.9µM*
> COc1ccc(-c2nc3ccccc3c(=O)n2CCCn2ccnc2)cc1
→ -6.3%	-17.3%	-3.1%
> Cc1ccc(CNC(=O)CSc2nc3ccccc3[nH]2)cc1
→ -1.0%	-20.1%	-11.3%
> CC1=C(O)C(=O)C(C2=C(O)C(=O)C(C)=C(O)C2=O)=C(O)C1=O
→ .	-1.7%	-16.0%
> O=C(Cc1ccc(Br)cc1)NCCCn1ccnc1
→ -15.8%	3.8%	23.6%
> Cc1c(O)nc(SCC(=O)Nc2nccs2)n(-c2ccccc2F)c1=O
→ 1.6%	-1.2%	4.5%
> Cc1ccc(CNC(=O)C2CCCN(c3ncnc4c3nc3n4CCCCC3)C2)cc1 (centres undefined)
→ 2.4%	9.2µM*	?
> Cc1ccc(S(=O)(=O)N2CCC(=O)N([C@H](COCc3cccc(C(F)(F)F)c3)C(C)C)CC2)cc1
→ .	16.4µM*	?
> O=C(Cn1ncc2c([nH]c3ccccc32)c1=O)N1CCc2ccccc2C1
→ -4.5%	-3.9%	-19.2%
> Cc1ccc(NC(=O)C(C)n2nnc3sc4c(c3c2=O)CCCC4)cc1Cl (centres undefined)
→ -6.8%	14.6µM*	?
> CCc1nc2ccc(C(=O)NCCOc3ccc(OC)cc3)cn2c1N(CC)Cc1ccc(OC)c(OC)c1
→ .	20.6µM*	20.6µM*
> CC(=O)OC(COc1cccc(C)c1)Cn1cnc2ccccc21 (centres undefined)
→ ?	16.4µM*	?
> COc1ccc(S(=O)(=O)N2CCC(C(=O)N3CCOCC3)CC2)cc1OC
→ -6.9%	-12.0%	-27.4%
> CCCC(=O)OCC(=O)Nc1ccccc1Sc1ccccc1
→ -8.4%	-16.6%	-3.5%
> O=C1CCC/C1=C\c1ccccc1
→ -2.6%	-2.3%	-0.5%
> CCCCCc1ccc(-c2cn(Cc3ccc4c(c3)C(=O)c3ccccc3C4=O)nn2)cc1
→ .	-2.0%	-2.1%
> Cc1c(Br)cc(-c2nnco2)cc1Br
→ 1.6%	-10.9%	-6.2%
> Cc1ccc(N2CC(NC(=O)c3ccc(S(=O)(=O)N4CCCC4)cc3)CC2=O)cc1C (centres undefined)
→ 3.3%	18.4µM*	?
> CCc1ccc(/C=C(\C#N)C(=O)NC2CCS(=O)(=O)C2)cc1 (centres undefined)
→ -0.8%	-15.4%	-8.7%
> COc1ccccc1C(=O)N/N=C/c1cnc2ccccc2n1
→ -1.4%	-21.6%	4.4%
> C/C(=N\Nc1cccc([N+](=O)[O-])c1)c1ccccc1O
→ -7.0%	?	?
> CCN(CC)S(=O)(=O)c1cccc(C(=O)N/N=C/c2ccc(O)c(O)c2O)c1
→ -23.9%	16.4µM*	14.6µM*
> O=C1OCCC1(c1ccccc1)c1ccccc1
→ -4.3%	-11.0%	?
> CC1(C)CC2(CCO1)N1CC3(C)CN2CC(C)(C1)C3=O (centres undefined)
→ .	-0.8%	10.4%
> O=C(Nc1ccc2c(c1)OCCO2)c1ccc(CN2CCOCC2)cc1
→ -0.2%	-22.4%	-21.6%
> CN1C[C@@H]2[C@@H]3C(=O)N(Cc4ccccc4)C(=O)[C@@H]3[C@](C)(C1=O)N2C(=O)c1ccc(F)cc1
→ .	-4.1%	15.1%
> CC(C)(C)NC(=S)NNC(=O)[C@H]1C[C@@H]1c1ccccc1
→ -1.1%	?	?
> CCc1noc(C)c1C(=O)Nc1nc(-c2ccc(OC)cc2)cs1
→ 2.0%	13µM*	?
> COc1ccccc1-c1ccc2c(c1)C(C)(Cc1ccc(F)c(Cl)c1)C(=O)N2 (centres undefined)
→ .	?	?

In the list so far, these have a tert-butyl group:
The line under a structure holds: KAT2A inh	TDP1 cell noCPT	DT40 TDP1 CPT
> COC(=O)c1c(-c2ccc(C(C)(C)C)cc2)csc1NC(=O)C1C2CCC(O2)C1C(=O)O (centres undefined)
→ ?	?	?
> CC(C)(C)NC(=S)NNC(=O)[C@H]1C[C@@H]1c1ccccc1
→ -1.1%	?	?
